# STK33 kin inh: blocks human STK33 kinase activity | Q9BYT3 | ADP-Glo luminescence, MBP substrate | inhibition, % at 12.5 µM | 27,000 tested, 0.44% active | AID 2322; in the data active means inhibition above about 20%
# Target sequence (Q9BYT3 whole entry, looked up): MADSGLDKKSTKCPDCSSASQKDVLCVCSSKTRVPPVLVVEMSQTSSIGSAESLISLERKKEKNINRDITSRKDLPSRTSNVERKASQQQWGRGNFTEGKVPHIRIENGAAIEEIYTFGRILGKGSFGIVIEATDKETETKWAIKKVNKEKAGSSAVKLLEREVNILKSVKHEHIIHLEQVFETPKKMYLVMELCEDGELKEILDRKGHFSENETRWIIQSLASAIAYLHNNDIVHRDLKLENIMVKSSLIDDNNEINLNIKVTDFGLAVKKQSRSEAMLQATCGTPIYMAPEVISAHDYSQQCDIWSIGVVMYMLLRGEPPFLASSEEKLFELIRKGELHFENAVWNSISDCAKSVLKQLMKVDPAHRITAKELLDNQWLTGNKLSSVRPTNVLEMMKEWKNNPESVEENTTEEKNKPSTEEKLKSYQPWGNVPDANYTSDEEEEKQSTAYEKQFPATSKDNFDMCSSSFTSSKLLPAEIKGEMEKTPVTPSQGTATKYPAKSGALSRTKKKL
# p53 PUMA act: restores mutant p53 pathway signaling in SW480 cells; SW480 PUMA-promoter luciferase, p53 mutant reactivation; activation, % at 9.98 µM; AID 624151; 28,000 tested, 1.5% active; in the data active means activation above about 52%
# An asterisk follows results filed as active; nt = no result given.
SMILES,STK33 kin inh,p53 PUMA act
C[C@@H]1CN([C@H](C)CO)C(=O)c2cc(NS(=O)(=O)c3ccccc3)ccc2O[C@H]1CN(C)S(=O)(=O)c1ccc(Cl)cc1,-1,nt
C[C@@H]1CCCCO[C@H](CN(C)C(=O)c2ccccc2)[C@@H](C)CN([C@H](C)CO)C(=O)c2cc(NC(=O)Nc3ccc(F)cc3)ccc2O1,-3,1
COc1ccc(CN(C)C[C@@H]2OCCCC[C@H](C)Oc3ccc(NC(=O)Nc4c(C)noc4C)cc3C(=O)N([C@H](C)CO)C[C@@H]2C)cc1,nt,1
COc1ccc(NC(=O)CN(C)S(=O)(=O)c2ccc(Cl)cc2)c([N+](=O)[O-])c1,0,-8
Cc1noc(C)c1NC(=O)Nc1ccc2c(c1)C(=O)N([C@@H](C)CO)C[C@H](C)[C@H](CN(C)Cc1ccncc1)O2,1,nt
C[C@@H]1CCCCO[C@@H](CN(C)C(=O)c2ccccc2)[C@H](C)CN([C@H](C)CO)C(=O)c2cc(NC(=O)Nc3ccc(F)cc3)ccc2O1,nt,-48
O=c1cc(CO)oc(C(Nc2ccccn2)c2ccccc2O)c1O (centres undefined),nt,12
S=c1cc(-c2ccccc2)oc(-c2ccccc2)c1,9,nt
O=C(NCc1ccccc1)[C@@]1(CCS(=O)(=O)c2ccccc2)N=C(c2ccc(OCCCO)cc2)O[C@H]1c1ccccc1,11,nt
Cc1ccc(S(=O)(=O)N(C)CC(=O)Nc2ccc(C(F)(F)F)cc2)cc1,-1,-2
Cc1noc(C)c1S(=O)(=O)Nc1ccc2c(c1)CC(=O)N([C@@H](C)CO)C[C@H](C)[C@H](CN(C)C(=O)NC1CCCCC1)O2,3,nt
CC(C)C[C@@H](C=O)NC(=O)[C@H](CC(C)C)NC(=O)[C@H](CC(C)C)NC(=O)OCc1ccccc1,nt,-66
COc1c(-c2ccccc2)oc2c(OC)c(O)cc(O)c2c1=O,4,13
COc1cc(C[C@@H]2COC(c3ccc(O[C@@H]4O[C@H](CO)[C@@H](O)[C@H](O)[C@H]4O)c(OC)c3)[C@@H]2CO)ccc1O[C@@H]1O[C@H](CO)[C@@H](O)[C@H](O)[C@H]1O (some centres undefined),-4,10
COC(=O)Nc1ccc(S(=O)(=O)N2CCCC(C(=O)Nc3ccc(N(C)C)cc3)C2)cc1 (centres undefined),-2,15

# Sorted by SMILES length (largest number first): some entries from above.
SMILES,STK33 kin inh,p53 PUMA act
C[C@@H]1CCCCO[C@H](CN(C)C(=O)c2ccccc2)[C@@H](C)CN([C@H](C)CO)C(=O)c2cc(NC(=O)Nc3ccc(F)cc3)ccc2O1,-3,1
COc1ccc(CN(C)C[C@@H]2OCCCC[C@H](C)Oc3ccc(NC(=O)Nc4c(C)noc4C)cc3C(=O)N([C@H](C)CO)C[C@@H]2C)cc1,nt,1
Cc1noc(C)c1S(=O)(=O)Nc1ccc2c(c1)CC(=O)N([C@@H](C)CO)C[C@H](C)[C@H](CN(C)C(=O)NC1CCCCC1)O2,3,nt
C[C@@H]1CN([C@H](C)CO)C(=O)c2cc(NS(=O)(=O)c3ccccc3)ccc2O[C@H]1CN(C)S(=O)(=O)c1ccc(Cl)cc1,-1,nt
Cc1noc(C)c1NC(=O)Nc1ccc2c(c1)C(=O)N([C@@H](C)CO)C[C@H](C)[C@H](CN(C)Cc1ccncc1)O2,1,nt
O=C(NCc1ccccc1)[C@@]1(CCS(=O)(=O)c2ccccc2)N=C(c2ccc(OCCCO)cc2)O[C@H]1c1ccccc1,11,nt
CC(C)C[C@@H](C=O)NC(=O)[C@H](CC(C)C)NC(=O)[C@H](CC(C)C)NC(=O)OCc1ccccc1,nt,-66
COC(=O)Nc1ccc(S(=O)(=O)N2CCCC(C(=O)Nc3ccc(N(C)C)cc3)C2)cc1 (centres undefined),-2,15
Cc1ccc(S(=O)(=O)N(C)CC(=O)Nc2ccc(C(F)(F)F)cc2)cc1,-1,-2
COc1c(-c2ccccc2)oc2c(OC)c(O)cc(O)c2c1=O,4,13
O=c1cc(CO)oc(C(Nc2ccccn2)c2ccccc2O)c1O (centres undefined),nt,12
S=c1cc(-c2ccccc2)oc(-c2ccccc2)c1,9,nt

# Next part.
SMILES,STK33 kin inh,p53 PUMA act
C[C@@H]1CN([C@H](C)CO)C(=O)c2cc(C#CCN(C)C)cnc2O[C@@H]1CN(C)Cc1ccccn1,nt,2
CNC[C@@H]1Oc2ccc(NS(=O)(=O)c3ccc(F)cc3)cc2CC(=O)N([C@@H](C)CO)C[C@@H]1C,-2,nt
O=C(Nc1ccc(S(=O)(=O)Nc2ccccc2Oc2ccc(Cl)cc2Cl)cc1)C1CC1,nt,3
COc1ccc(S(=O)(=O)N(C)CC(=O)Nc2cccc(C(C)=O)c2)cc1,-1,-9
CC(C)NC(=O)N(C)C[C@@H]1OCCCC[C@H](C)Oc2ccc(NC(=O)Nc3ccc(F)cc3)cc2C(=O)N([C@H](C)CO)C[C@@H]1C,nt,5
C[C@@H]1CN([C@H](C)CO)C(=O)Cc2cc(NS(=O)(=O)c3ccc(F)cc3)ccc2O[C@H]1CN(C)C(=O)NC1CCCCC1,4,nt
CSc1ccccc1NC(=O)CSc1nnnn1-c1ccccc1F,1,-8
CNC[C@H]1OCCCC[C@@H](C)Oc2ccc(NS(=O)(=O)c3cn(C)cn3)cc2C(=O)N([C@H](C)CO)C[C@@H]1C,0,nt
Cc1ccc(S(=O)(=O)Nc2ccc3c(c2)CC(=O)N([C@@H](C)CO)C[C@H](C)[C@H](CN(C)CC2CCCCC2)O3)cc1,2,nt
C[C@@H]1CN([C@H](C)CO)C(=O)c2cccc(N(C)C)c2O[C@H]1CN(C)C,nt,1
NC(=O)CN(c1cc(Cl)ccc1Cl)S(=O)(=O)c1ccccc1,2,4
CC1(C)CC(=O)C=C(Sc2nc3cc(Cl)ccc3s2)C1,3,nt
Cc1noc(C)c1S(=O)(=O)N(C)C[C@H]1OCCCC[C@H](C)Oc2ccc(N(C)C)cc2C(=O)N([C@@H](C)CO)C[C@@H]1C,nt,4
C[C@H](CO)N1C[C@H](C)[C@H](CN(C)Cc2ccncc2)OCCCC[C@H](C)Oc2ccc(NS(=O)(=O)c3ccccc3)cc2C1=O,nt,-7
O=S(=O)(N[C@@H]1CCCN(Cc2cccc(OCCO)c2)C1)c1cc(C(F)(F)F)ccc1Cl,-1,nt
COc1ccc(S(=O)(=O)Nc2ccc3c(c2)CC(=O)N([C@@H](C)CO)C[C@H](C)[C@@H](CN(C)Cc2ccc(C(=O)O)cc2)O3)cc1,nt,1
COc1ccc(-c2cc(=O)c3c(O)cc(O)cc3o2)cc1,25*,95*
C[C@@H]1CCCCO[C@@H](CN(C)C(=O)C2CCCCC2)[C@@H](C)CN([C@H](C)CO)C(=O)c2cc(NC(=O)Nc3cccc4ccccc34)ccc2O1,2,nt
COC(=O)[C@]1(Cc2ccccc2CN=[N+]=[N-])N=C(c2ccc(OCCCO)cc2)O[C@@H]1c1ccccc1N=[N+]=[N-],6,nt
Cc1cnc(N(C(=O)c2c(-c3ccccc3)noc2C)C(=O)c2c(-c3ccccc3)noc2C)c(C)n1,nt,-4
C[C@@H]1CCCCO[C@@H](CN(C)Cc2ccccc2)[C@@H](C)CN([C@H](C)CO)C(=O)c2cc(NC(=O)C3CCCCC3)ccc2O1,-1,nt
COc1ccc(CN(C)C[C@@H]2Oc3ccc(NC(=O)c4ccncc4)cc3C(=O)N([C@@H](C)CO)C[C@@H]2C)cc1,nt,2
Cc1cc(C)c(NC(=O)CSc2nc3c(c(-c4ccco4)c2C#N)CCCC3)c(C)c1,2,-18
Cn1c(=O)c2c(nc(SCc3nn[nH]n3)n2Cc2ccccc2F)n(C)c1=O,-9,7
Cc1ccc(C(=O)CC2(O)C(=O)N(Cc3cccc4ccccc34)c3ccccc32)o1 (centres undefined),-1,-10
C[C@@H]1CN([C@@H](C)CO)C(=O)c2cc(NS(=O)(=O)c3cccs3)ccc2O[C@H]1CN(C)Cc1ccc(-c2ccccc2)cc1,nt,-6
C[C@@H]1CN([C@H](C)CO)C(=O)c2c(c3ccccc3n2C)-c2ccccc2CO[C@@H]1CN(C)S(=O)(=O)c1ccccc1F,nt,-20
COc1ccc(S(=O)(=O)Nc2cccc3c2O[C@@H](CN(C)C)[C@H](C)CN([C@@H](C)CO)C3=O)cc1,nt,3
C[C@@H]1CN([C@H](C)CO)C(=O)c2c(c3ccccc3n2C)-c2ccccc2CO[C@@H]1CN(C)C(=O)Nc1cccc(F)c1,nt,-7
NC(=O)c1c(NC(=O)C2CC(=O)OC23CCCCC3)sc2c1CCCCC2 (centres undefined),-1,2
C[C@@H]1CCCCO[C@@H](CN(C)S(C)(=O)=O)[C@@H](C)CN([C@H](C)CO)C(=O)c2cc(NC(=O)c3ccncc3)ccc2O1,4,nt
COc1ccc(CN(C)C[C@@H]2Oc3ccc(NC(=O)Nc4c(C)noc4C)cc3CC(=O)N([C@H](C)CO)C[C@@H]2C)cc1,-2,12
O=C(Nc1ccccc1C(=O)NCc1cccnc1)c1cccc([N+](=O)[O-])c1,6,-5
C[C@H](CO)N1C[C@H](C)[C@H](CN(C)C)OCCCC[C@H](C)Oc2ccc(NC(=O)Nc3ccc(C(F)(F)F)cc3)cc2C1=O,nt,-27
C[C@@H]1CN([C@@H](C)CO)C(=O)Cc2cc(NS(=O)(=O)c3cccs3)ccc2O[C@H]1CN(C)Cc1ccccc1,nt,4
Cc1cc(F)ccc1S(=O)(=O)NCC1CC2CCC1C2 (centres undefined),-1,nt
COc1ccccc1NC(=O)N(C)C[C@H]1OCc2cnnn2CCCC(=O)N([C@@H](C)CO)C[C@H]1C,0,-10
O=C(O)CCCC(=O)Nc1ccc(I)cc1,-1,-5
Cc1ccc2oc(-c3ccc(Cl)c(NC(=O)COc4ccc(C)c(C)c4)c3)nc2c1,3,-9
Cc1ccc(S(=O)(=O)N2CCCC2C(=O)NCCO)cc1 (centres undefined),2,-8
O=C(C[C@H]1C[C@H]2c3cc(NC(=O)c4cccnc4)ccc3O[C@H]2[C@H](CO)O1)NCc1cccc(F)c1,nt,16
Cc1ccc2cc(S(=O)(=O)NCCCC(=O)O)ccc2c1,-8,-3
C[C@H](CO)N1C[C@H](C)[C@H](CN(C)C(=O)NC2CCCCC2)Oc2ncc(Br)cc2C1=O,1,nt
C[C@@H]1CN([C@H](C)CO)C(=O)Cc2cc(NC(=O)Nc3ccc4c(c3)OCO4)ccc2O[C@H]1CN(C)Cc1ccncc1,-1,nt
COc1ccc(S(=O)(=O)N(C)C[C@@H]2Oc3ccc(NC(=O)c4ccncc4)cc3C(=O)N([C@@H](C)CO)C[C@H]2C)cc1,nt,3
CNC[C@@H]1Oc2c(NS(=O)(=O)c3cccs3)cccc2C(=O)N([C@@H](C)CO)C[C@H]1C,nt,0
C[C@H](CO)N1C[C@H](C)[C@@H](CN(C)S(=O)(=O)c2ccc(-c3ccccc3)cc2)OCc2cn(nn2)CCCC1=O,0,nt
CC(C)NC(=O)N(C)C[C@H]1Oc2ncc(C#CCC3CCCC3)cc2C(=O)N([C@H](C)CO)C[C@@H]1C,nt,9
C=C[C@H]1[C@H](OC2OC(CO)C(O)C(O)C2O)OC=C(C(=O)OC)[C@H]1CCOC(=O)c1cc(O)c(O)c(O)c1 (some centres undefined),-2,6
C[C@@H]1CN([C@@H](C)CO)C(=O)c2cc(NC(=O)Nc3ccc(C(F)(F)F)cc3)ccc2O[C@@H]1CN(C)S(=O)(=O)c1cccs1,3,nt
COC(=O)c1cccc(NC(=O)CSc2nc(C)cc(-c3ccccc3)n2)c1,0,16
CC(C)NC(=O)N(C)C[C@H]1OCCCC[C@@H](C)Oc2ccc(NS(=O)(=O)c3ccc(Cl)cc3)cc2C(=O)N([C@H](C)CO)C[C@@H]1C,0,nt
COc1ccc2nc(SCC3=CC(C)(C)N(C(C)=O)c4ccccc43)nc(C)c2c1,-2,-4
COc1ccc([Si](C)(C)[C@H]2[C@H](CCO)O[C@@]3(C(=O)N(Cc4ccccc4)c4ccc(NC(=O)[C@H](C)O)cc43)[C@@H]2C)cc1,9,nt
C[C@@H]1CN([C@H](C)CO)C(=O)c2cccc(NS(C)(=O)=O)c2O[C@H]1CN(C)S(=O)(=O)c1ccccc1,nt,5
COCCCNC(=O)[C@@]1(CCS(=O)(=O)c2ccccc2)N=C(c2ccc(OCCCO)cc2)O[C@H]1c1ccccc1,-9,nt
Cc1c(Br)c([N+](=O)[O-])nn1CC(=O)Nc1cc(F)ccc1F,0,-1
C=CC(=O)c1ccc2ccccc2c1,1,-61
O=C(CSc1nc2ccccc2c(=O)n1-c1ccc(Cl)cc1)Nc1ccc(Cl)c(Cl)c1,2,5
Cc1sc2ncnc(SCC(=O)Nc3ccc(F)cc3)c2c1C,6,39

# Next records
SMILES,STK33 kin inh,p53 PUMA act
Cc1ccc2nc(-c3cccnc3)cc(C(=O)Nc3scc(-c4ccc(C)c(C)c4)c3C(N)=O)c2c1,0,10
COc1cc(NC(=O)Cn2nc(C(F)(F)F)cc2C)cc([N+](=O)[O-])c1,-4,-12
C[C@@H]1CN([C@H](C)CO)C(=O)c2cc(NC(=O)NC3CCCCC3)ccc2O[C@@H]1CN(C)S(=O)(=O)c1ccccc1,nt,-18
Cc1noc(C)c1NC(=O)Nc1ccc2c(c1)CC(=O)N([C@@H](C)CO)C[C@@H](C)[C@H](CN(C)Cc1ccc(C(=O)O)cc1)O2,nt,-4
Cc1ccc(S(=O)(=O)N(C)C[C@@H]2Oc3ccc(NS(=O)(=O)c4ccc(F)cc4)cc3CC(=O)N([C@@H](C)CO)C[C@@H]2C)cc1,0,nt
COc1ccc([N+](=O)[O-])cc1NC(=O)C(C)N(c1ccccc1)S(C)(=O)=O (centres undefined),3,-7
NC(=O)[C@@H]1[C@H]2C(=O)O[C@H](c3ccccc3)[C@H](c3ccccc3)N2[C@H](c2ccccc2OCCO)[C@@]12C(=O)Nc1ccc(C#CC3(O)CCCCCC3)cc12,17,nt
COc1ccc(S(=O)(=O)N2Cc3ccccc3CC2C(=O)Nc2ccc(C)cc2C)cc1OC (centres undefined),1,-7
C[C@@H]1CCCCO[C@@H](CN(C)C)[C@H](C)CN([C@@H](C)CO)C(=O)c2cc(NC(=O)c3ccncc3)ccc2O1,nt,6
O=S1(=O)CCC(N(S(=O)(=O)c2ccc(F)cc2)S(=O)(=O)c2ccc(Cl)cc2)C1 (centres undefined),-1,nt

# Assay outcomes as filed in PubChem BioAssay.

# An excerpt; the hit share may differ from the screen's.
